Gli-Sufu antag: Gli-Sufu pathway antagonists, primary screen, luciferase luminescence, Sufu-KO-LIGHT cells, uHTS; AID 588413, 2011; inhibition, % at 5 µM; hit rate 0.74% among 340,000; Sufu-KO-LIGHT fibroblasts, Gli luciferase reporter luminescence;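 active means inhibition above about 55%, limit read from the data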;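 further: 0% = DMSO-treated cells and 100% = wells with medium but no cells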
Jurkat NFkB inh: inhibitors of induced NF-kB luciferase reporter, primary screen, TCR NF-kB activation inhibitor project, cell-based, luminescence, uHTS; Jurkat, PMA/ionomycin-induced NF-kB luciferase reporter; inhibition, % at 4 µM; hit rate 0.53% among 330,000; AID 435003, 2010
UBC13 polyUb: UBC13 polyubiquitin chain formation inhibitors, primary screen, biochemical, TR-FRET, uHTS | Ubiquitin-conjugating enzyme E2 N (Homo sapiens), P61088 | inhibition, % at 20 µM | hit rate 0.47% among 330,000; in the data active means inhibition above about 45%, passing the limit was not always enough
Target sequence (P61088 whole entry, looked up): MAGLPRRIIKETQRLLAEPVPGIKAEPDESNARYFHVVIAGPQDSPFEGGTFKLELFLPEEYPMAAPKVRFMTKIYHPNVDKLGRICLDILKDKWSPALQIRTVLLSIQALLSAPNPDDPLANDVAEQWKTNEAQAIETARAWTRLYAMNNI
Apaf1 inhib: inhibitors of human Apaf-1 apoptosome, primary screen, biochemical, DEVD-Rh110 fluorescence, uHTS | Apoptotic protease-activating factor 1 (Homo sapiens), O14727 | reconstituted apoptosome caspase-3 activity | inhibition, % at 20 µM | hit rate 0.71% among 330,000; active means inhibition of at least 40% at 20 µM;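 further: plate controls were DMSO wells for no effect and DEVD-CHO caspase inhibitor wells for full effect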
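Assay system – apoptosome proteins · Medium – Hepes buffer, pH 7.5 · Also added – cytochrome c with DEVD-Rh110 · Timing – 30 min compound preincubation, 50 min activation, room temperature · Detection – Rh110 fluorescence, excitation 480 nm, emission 540 nm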
EBI2 antag: EBI2 receptor antagonists, beta-arrestin recruitment, primary screen, cell-based, luminescence, 7a,25-OHC stimulation, uHTS | hit rate 0.81% among 360,000 | 7a,25-OHC stimulated | AID 651636, 2012 | G-protein coupled receptor 183 (Homo sapiens), P32249 | inhibition, % at 5 µM; in the data active means inhibition above about 38%;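 further: enzyme fragment complementation signal reports receptor beta-arrestin coupling in cells; 0% = agonist plus DMSO wells and 100% = wells without agonist; some results beyond the cut were filed as inactive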
697 NFkB inh: inhibitors of PMA/ionomycin-induced NF-kB reporter, 697 cells, primary screen, B-cell NF-kB inhibitor project, cell-based, luminescence, uHTS | 697 B-cell NF-kB luciferase reporter, 16 h | inhibition, % at 4 µM | hit rate 0.33% among 330,000 | AID 435022, 2010; in the data active means inhibition above about 35%
SENP8 block: SENP8 protease inhibitors, primary screen, biochemical, luminescence. AID 2540, 2010. inhibition, % at 10 µM. hit rate 1.2% among 330,000. Sentrin-specific protease 8 (Homo sapiens), Q96LD8. purified SENP8, Z-RLRGG-aminoluciferin cleavage
Target sequence (Q96LD8 whole entry, looked up): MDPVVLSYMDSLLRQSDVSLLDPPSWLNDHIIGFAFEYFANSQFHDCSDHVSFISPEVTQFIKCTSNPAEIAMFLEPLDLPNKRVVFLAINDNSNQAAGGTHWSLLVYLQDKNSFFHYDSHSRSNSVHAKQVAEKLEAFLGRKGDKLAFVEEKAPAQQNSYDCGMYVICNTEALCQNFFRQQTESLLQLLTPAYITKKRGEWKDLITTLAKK
CCR6 antagonist: CCR6 receptor antagonists, primary screen, cell-based, CHO-K1, luminescence, beta-arrestin, uHTS; inhibition, % at 20 µM; CHO-K1 CCR6 PathHunter beta-arrestin, CCL20-stimulated; hit rate 0.49% among 340,000; AID 493098, 2011; C-C chemokine receptor type 6 (Homo sapiens), P51684;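 active means compounds whose inhibition of the agonist-driven luminescence signal at 20 µM reaches about 50%, limit read from the data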;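 further: cells stimulated with CCL20 at 14 nM final; plate controls were DMSO with CCL20 for no effect and DMSO without agonist for full effect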
Target sequence (P51684 whole entry, looked up): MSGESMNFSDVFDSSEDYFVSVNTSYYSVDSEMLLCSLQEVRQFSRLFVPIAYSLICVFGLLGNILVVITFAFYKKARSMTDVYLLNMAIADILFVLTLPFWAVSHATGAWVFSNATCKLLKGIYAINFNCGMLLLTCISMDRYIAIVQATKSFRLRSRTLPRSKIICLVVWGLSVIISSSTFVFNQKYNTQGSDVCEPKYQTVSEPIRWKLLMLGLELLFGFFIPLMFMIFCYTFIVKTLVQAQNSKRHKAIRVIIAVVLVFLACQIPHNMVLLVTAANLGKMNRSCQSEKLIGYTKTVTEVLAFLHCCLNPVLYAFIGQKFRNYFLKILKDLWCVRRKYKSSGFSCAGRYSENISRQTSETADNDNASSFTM
* hit, by the source's call; i = inactive; nt = not tested or not shown. Unless noted, no stated cut-off is given here; in the data, active means inhibition above about 50%; inactive means the rest. An excerpt. The share of hits here may be higher or lower than overall.

entry	SMILES	Gli-Sufu antag	Jurkat NFkB inh	UBC13 polyUb	Apaf1 inhib	EBI2 antag	697 NFkB inh	SENP8 block	CCR6 antagonist
1	Cc1ccc(CN(Cc2cc3cc4c(cc3[nH]c2=O)OCCO4)Cc2nnnn2Cc2ccco2)cc1	4	-2	-10	6	-1	-4	-15	5
2	C=CC1=C(C(=O)O)N2C(=O)[C@@H](NC(=O)/C(=N/OCC(=O)O)c3csc(N)n3)[C@H]2SC1	-2	18	-12	-112	-2	22	-2	-8
3	CC(=O)Nc1ccc(S(=O)(=O)N2CCN(c3cnn(C)c(=O)c3Cl)CC2)cc1	-1	-11	-9	10	8	-20	-6	1
4	CC1CCN(Cc2c(C(=O)N/N=C/c3ccc(OC(C)C)cc3)nnn2-c2nonc2N)CC1	0	-9	-11	22	18	-16	1	-7
5	COc1ccc2c(C)cc(SCC(=O)Nc3c(C)n(C)n(-c4ccccc4)c3=O)nc2c1	9	0	3	4	5	2	4	3
6	CCOc1ccc(/C(O)=C2/C(=O)C(=O)N(CC3CCCO3)C2c2ccco2)cc1 (stereo unspecified)	0	4	1	4	1	15	-2	-1
7	Cc1ccc(Cn2ccc(NC(=O)c3nn(C)cc3Cl)n2)cc1	-16	-34	-6	-1	-9	-40	-16	7
8	NC(=O)C1CCN(C(=O)c2ccc3nc(-c4ccccc4)c(-c4ccccc4)nc3c2)CC1	-2	-3	6	5	9	9	3	13
9	COC(=O)COc1cc(Cl)c(C=O)cc1OC	-1	-7	-8	-4	-6	-3	-14	0
10	C=CCc1cc(C)ccc1OCCCn1ccnc1	14	3	2	3	5	-10	-14	2
11	Cc1cccc(C)c1OCC(=O)NNC(=O)CCNC(=O)c1ccc(Br)cc1	-4	6	8	6	-4	16	-2	1
12	CCCCNC(=O)CNC(=S)N(Cc1ccc(C)cc1)Cc1ccco1	3	0	0	5	8	-4	-7	17
13	CCCc1cc(=O)oc2cc(C)cc(OCC(=O)NCCN3CCOCC3)c12	1	-10	14	-11	0	3	-3	6
14	Cc1ccc(C)c(NC(=S)N(CCN(C)C)C(C)c2ccccn2)c1 (stereo unspecified)	-6	-10	0	-9	7	-1	0	7
15	CCc1nnc(NC(=O)CSc2nc3c(c(=O)n2-c2ccccc2OC)SCC3)s1	12	12	-1	7	10	1	-8	8

Additional structures
entry	SMILES	Gli-Sufu antag	Jurkat NFkB inh	UBC13 polyUb	Apaf1 inhib	EBI2 antag	697 NFkB inh	SENP8 block	CCR6 antagonist
16	CCOC(=O)C[n+]1c(C)csc1C	1	4	6	-5	-12	0	-2	-8
17	Cc1ccccc1Cn1c([N+](=O)[O-])cnc1C	10	-4	-4	-20	-4	9	4	5
18	O=C(CCNC(=O)Cn1ccc2ccccc2c1=O)NCCCN1CCN(c2ccc(F)cc2)CC1	-3	-5	23	0	-7	14	4	2
19	CCC(CO)NCc1ccccc1OC(C)C (stereo unspecified)	-18	2	-2	-23	2	7	6	19
20	Cc1ccc(C(=O)NCCc2ccccc2)cc1N1CCCC1=O	5	3	-7	-12	-1	-10	-8	0
21	O=C(CCC(=O)N/N=C/c1ccco1)N/N=C/c1ccco1	0	4	-8	-5	-9	5	-8	-6
22	CCOC(=O)COc1ccccc1-c1ccno1	1	11	4	-1	-20	5	4	-5
23	Cc1ccc(C(=O)NNCC(=O)Nc2ccc(Cl)cc2F)cc1	-9	3	-12	12	0	0	-11	4
24	Cc1nc(NCCc2ccccc2)c(C#N)c(C)c1[N+](=O)[O-]	8	-6	6	17	16	2	-13	1
25	COc1ccc(/C=N/NS(=O)(=O)c2ccccc2)cc1OS(=O)(=O)c1ccccc1	6	7	-16	6	-13	-9	-9	34
26	O=C(CCC1CCCC1)Nc1cc(Cl)ccc1N1CCOCC1	0	1	10	14	11	18	1	23
27	O=C(OCC(O)CN1CCCCC1)C12CC3CC(CC(C3)C1)C2 (stereo unspecified)	1	-16	5	8	-9	15	6	5
28	CCOC(=O)c1c(NC(=O)c2c(C(=O)O)cccc2[N+](=O)[O-])sc2c1CCCC2	-1	6	-6	10	5	-3	5	7
29	CC12C(=O)N(Cc3ccco3)C(=O)C1C1c3ccccc3C2c2ccccc21 (stereo unspecified)	-3	2	4	9	11	-6	5	21
30	CC(=O)Nc1ccc(NC(=O)CCn2c(=O)oc3ccccc32)cc1	-9	9	3	-9	-1	8	-6	7

A few values from the entries so far.
`O=C(CCC1CCCC1)Nc1cc(Cl)ccc1N1CCOCC1` @ UBC13 polyUb = 10
`O=C(OCC(O)CN1CCCCC1)C12CC3CC(CC(C3)C1)C2` (stereo unspecified) @ Jurkat NFkB inh = -16

Following part
entry	SMILES	Gli-Sufu antag	Jurkat NFkB inh	UBC13 polyUb	Apaf1 inhib	EBI2 antag	697 NFkB inh	SENP8 block	CCR6 antagonist
31	Cc1oc(-c2ccc(Cl)cc2)nc1CN1CCC(C(=O)NCc2cccs2)CC1	7	7	0	17	4	-18	-12	14
32	CCn1c(SCC(=O)N(C)C)nc2cc(S(=O)(=O)N3CCCCC3)ccc21	-2	-7	-3	7	-13	1	-2	-6
33	Cn1cc(C(=O)N2CCN(C(=O)c3ccco3)CC2)c2c3ccccc3n(C)c2c1=O	6	-2	3	-9	-2	13	-7	7
34	Cc1ccc2ccc(C)[n+](CCCS(=O)(=O)[O-])c2c1	3	-43	-6	4	11	-23	-6	6
35	O=C(NCCCCCNC(=O)c1ccco1)c1ccco1	13	-9	-13	7	-12	-24	-6	6
36	COc1ccc(COCC(O)CN2CCC(C(N)=O)CC2)cc1 (stereo unspecified)	7	5	5	-3	-10	4	2	-4
37	CCCC(=O)Nc1nnc(-c2ccc3c(c2)OCO3)s1	-38	-46	0	-19	-4	-14	-9	-2
38	COC(=O)C1C(c2ccc(Cl)cc2)NC(c2ccc(Cl)cc2)C(C(=O)OC)S1(=O)=O (stereo unspecified)	4	-3	1	5	-3	14	1	-13
39	O=C(O)c1cccc(N(CCO)CCO)c1	-24	10	19	-6	2	-10	6	6
40	COc1ccc2c(c1)CCc1c(C(=O)Nc3ccc(OC)c(OC)c3)noc1-2	0	5	8	-7	22	26	1	-12
41	CCOc1ccc(S(=O)(=O)N2CCN(C(=O)C3CCC3)CC2)cc1	15	15	1	4	0	2	-2	-6
42	COc1ccc(C2Nc3ccccc3C(=O)N2NC(=O)c2ccccc2)cc1OC (stereo unspecified)	-2	-7	13	-11	-5	3	10	1
43	CCOCCCN1C(=O)CN(C2CCCCC2)C(=O)C1c1ccc(OC)c(OC)c1 (stereo unspecified)	7	-1	6	-9	5	21	1	0
44	Cc1oc(-c2ccc(-c3ccccc3)cc2)nc1CN(CCO)C(C)C	-103	-67	4	0	4	-478	7	6
45	OCC(CO)(CO)N=Cc1cc(Br)ccc1O	1	12	1	7	-18	14	4	-6

Sorted by the number under CCR6 antagonist (descending): three from the list above
# | SMILES | CCR6 antagonist
44 | Cc1oc(-c2ccc(-c3ccccc3)cc2)nc1CN(CCO)C(C)C | 6
37 | CCCC(=O)Nc1nnc(-c2ccc3c(c2)OCO3)s1 | -2
41 | CCOc1ccc(S(=O)(=O)N2CCN(C(=O)C3CCC3)CC2)cc1 | -6

The list goes on.
entry	SMILES	Gli-Sufu antag	Jurkat NFkB inh	UBC13 polyUb	Apaf1 inhib	EBI2 antag	697 NFkB inh	SENP8 block	CCR6 antagonist
46	CN1/C(=C\C(=O)COc2ccc3c(c2)OCO3)C(C)(C)c2ccccc21	43	11	-20	20	11	-26	6	4
47	O=C(O)C1=NOC(CNc2ncc(C(F)(F)F)cc2Cl)C1 (stereo unspecified)	0	-3	-3	6	8	-15	-4	4
48	Cc1cccc(C)c1NC(=O)CCCSc1nnc(N)s1	2	-16	-3	-8	-6	-4	-5	-4
49	COc1ccc(Cc2nc(-c3ccc(NC(=O)c4cccnc4)cc3)no2)cc1	13	-4	-3	4	1	51*	-8	-7
50	Cc1cc2nc(SCC(=O)Nc3ccccc3C(=O)O)[nH]c2cc1C	1	-29	-7	12	-6	-35	-5	15
51	O=C(c1cn(-c2ccccc2)nc1-c1cccnc1)N1CCN(S(=O)(=O)c2cccc(F)c2)CC1	-12	-9	12	23	6	15	-4	7
52	O=C1C2C3C=CC(C2C(=O)N1CCO)C1C(=O)N(CCO)C(=O)C31 (stereo unspecified)	-2	10	7	0	-4	3	2	-2
53	CC(=O)OCC(COC(C)=O)OC(C)=O	-15	6	-18	7	-3	-6	-9	10
54	CN(C)CCCN1C(=O)C(=O)/C(=C(/O)c2ccncc2)C1c1ccccc1 (stereo unspecified)	4	14	-3	-5	-7	10	5	-19
55	COc1cc(/C=N/Nc2ccc(Cl)c(C(=O)O)c2)ccc1OC(=O)c1ccc(F)cc1	-22	12	-16	10	-17	-32	0	6
56	Cc1ccc(-c2nn(-c3ccccc3)cc2CO)o1	-5	-83	0	0	-4	-90	-2	-8
57	CC(NS(=O)(=O)c1ccc(F)cc1)C(=O)Nc1ccc2c(c1)OCCO2 (stereo unspecified)	-22	-9	-10	5	0	4	-9	-1
58	Cc1cccc(NC(=O)c2ccccc2OCC(=O)N2CCOCC2)c1C	11	-5	-2	i	-6	15	8	0
59	CCn1c(SCc2nc(-c3ccc(OC)c(OC)c3)no2)nnc1-c1cccs1	0	-13	-8	-16	-7	-39	-3	-5
60	CC1(C)CC[C@]2(CO)[C@@H](O)C[C@]3(C)C(=CCC4[C@@]5(C)CC[C@H](O)C(C)(C)C5CC[C@]43C)[C@@H]2C1 (stereo partly specified)	nt	-13	-3	3	nt	-2	-3	nt

(cont.)
entry	SMILES	Gli-Sufu antag	Jurkat NFkB inh	UBC13 polyUb	Apaf1 inhib	EBI2 antag	697 NFkB inh	SENP8 block	CCR6 antagonist
61	Cc1ccc(NC(=O)CSc2nc3ccccc3c(=O)n2Cc2cccs2)cc1	-46	-24	-5	9	14	-17	-5	16
62	Cc1ccc(NC(=O)COC(=O)CCc2c[nH]c3ccccc23)cc1[N+](=O)[O-]	-5	-7	-17	7	-8	-1	-16	-22
63	Cc1onc(-c2ccccc2Cl)c1C(=O)OCc1cnc(Cl)s1	6	-3	12	13	15	-8	1	36
64	Cc1nn(CC(=O)N(C)C)c(=O)c2ccccc12	7	0	-6	-5	1	7	4	-8
65	COc1ccccc1OCC(=O)Nc1ccc(S(=O)(=O)N2CCOCC2)cc1	-5	10	3	4	-8	7	3	-5
66	Cc1ccc(NC(=O)CCn2ccc([N+](=O)[O-])n2)nc1	-5	-3	6	-5	-9	26	-5	5
67	C(=N\Nc1nc2ccccc2s1)/c1ccccn1	75*	84*	-20	4	nt	22	97*	77*
